Vif imaging = HIV Vif inhibition; HEK293T cells, Vif self-association by quenched fluorescence, imaging, 24 h; inhibition, % at 7.49 µM; hit rate 0.35% among 340,000; in the data active = inhibition above about 50%, passing the limit was not always enough; note: some results filed as inactive read as strong as hits
TROY NFkB inh = blocks TROY-dependent signaling in reporter cells; Q293 LMP1-TROYcd NF-kB luciferase reporter, 4 h; inhibition, % at 10 µM; hit rate 0.98% among 360,000; AID 1347056;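 active = compounds whose plate-normalised and pattern-corrected inhibition of the luciferase reporter signal at the single screening dose is 50% or more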
NOD2 RIPK2 PPI = blocks binding of human NOD2 to RIPK2 | AID 624267 | hit rate 0.38% among 360,000 | CHO BLA complementation NOD2-RIPK2, CCF4 ratio | inhibition, % at 4.98 µM | O43353; in the data active = inhibition above about 21%;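 note: 0% = vehicle only and 100% = reference blocker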
Target sequence (O43353 whole entry, looked up): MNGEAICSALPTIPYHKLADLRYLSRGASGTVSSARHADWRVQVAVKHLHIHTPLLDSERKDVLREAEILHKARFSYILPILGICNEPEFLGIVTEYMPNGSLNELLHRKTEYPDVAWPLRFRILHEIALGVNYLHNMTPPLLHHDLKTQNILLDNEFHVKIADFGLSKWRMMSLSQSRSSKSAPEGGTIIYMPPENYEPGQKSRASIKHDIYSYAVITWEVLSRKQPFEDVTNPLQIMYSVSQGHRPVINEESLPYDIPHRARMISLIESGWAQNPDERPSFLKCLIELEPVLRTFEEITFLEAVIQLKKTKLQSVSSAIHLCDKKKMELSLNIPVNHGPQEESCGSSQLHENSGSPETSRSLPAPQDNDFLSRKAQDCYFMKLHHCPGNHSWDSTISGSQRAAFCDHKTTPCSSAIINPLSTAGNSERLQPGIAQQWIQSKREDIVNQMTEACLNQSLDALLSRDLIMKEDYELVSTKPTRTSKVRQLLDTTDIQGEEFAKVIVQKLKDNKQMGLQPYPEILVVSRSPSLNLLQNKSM
LRH-1 inv ag = inverse agonists of human LRH-1 (NR5A2); O00482; HEK293T StAR-luciferase reporter, LRH-1 transfected, 24 h; inhibition, % at 3.6 µM; hit rate 0.13% among 360,000; AID 602396;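 active = inhibition above the mean inhibition of all tested compounds plus 3 SD, cut at about 73% in these data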;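 note: 0% = DMSO wells and 100% = reporter-only cells lacking LRH-1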
EBV LMP1 NFkB = reduces LMP1-driven NF-kappaB luciferase signal. LMP1-induced NF-kappaB luciferase reporter cells, luminescence. inhibition, % at 12.5 µM. hit rate 0.69% among 350,000. AID 504558; in the data active = inhibition above about 41%;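 note: 0% = neutral control wells and 100% = reference inhibitor control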
NCOA1 inh = inhibitors of human steroid receptor coactivator 1 (SRC1); hit rate 0.12% among 360,000; HEK293 GAL4-SRC1 luciferase reporter, luminescence; inhibition, % at 3.6 µM; AID 588354;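 active = inhibition above the campaign mean plus 3 SD, with each screening campaign given its own cutoff, cut at about 60% in these data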;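 note: 0% = DMSO treated cells and 100% = gossypol at 36 µM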
NCOA2 inhibitor = inhibits human steroid receptor coactivator 2; HEK293 GAL4-SRC2 luciferase reporter, luminescence; inhibition, % at 9 µM; hit rate 0.17% among 370,000; AID 651957;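 active = inhibition above the mean inhibition of all tested compounds plus 3 SD, set per campaign, cut at about 52% in these data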;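 note: 0% = DMSO treated cells and 100% = cells given Gossypol at 36 µM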
NR2F2 inh = blocks human COUP-TFII nuclear receptor; AID 686940; inhibition, % at 8.6 µM; P24468; hit rate 0.7% among 370,000; HEK293T NGFI-A luciferase reporter, luminescence;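 active = inhibition above a per-plate cutoff, mean inhibition of test wells between control levels plus 3 SD, cut at about 38% in these data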;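 note: cells cotransfected with COUP-TFII expression vector driving the NGFI-A reporter; 0% = median of COUP-TF2 test wells and 100% = reporter-only cells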
Target sequence (P24468 whole entry, looked up): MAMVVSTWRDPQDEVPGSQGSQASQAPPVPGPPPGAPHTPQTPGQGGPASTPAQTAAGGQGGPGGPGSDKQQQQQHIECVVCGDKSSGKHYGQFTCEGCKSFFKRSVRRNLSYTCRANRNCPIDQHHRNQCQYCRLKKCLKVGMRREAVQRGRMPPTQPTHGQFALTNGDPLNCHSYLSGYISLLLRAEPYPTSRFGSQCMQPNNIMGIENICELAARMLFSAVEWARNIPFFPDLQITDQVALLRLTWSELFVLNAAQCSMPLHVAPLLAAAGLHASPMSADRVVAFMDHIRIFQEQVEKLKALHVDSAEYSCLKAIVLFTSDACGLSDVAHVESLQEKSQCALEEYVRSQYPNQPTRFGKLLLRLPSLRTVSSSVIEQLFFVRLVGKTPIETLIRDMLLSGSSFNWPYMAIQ
SRC3 inh = human NCOA3 inhibition. AID 588352. hit rate 0.17% among 360,000. Q9Y6Q9. HEK293 GAL4-SRC3 luciferase reporter, luminescence. inhibition, % at 3.6 µM;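 active = inhibition above a per-campaign cutoff, the mean of all compounds plus 3 SD, cut at about 60% in these data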;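 note: 0% = DMSO-treated cells and 100% = gossypol-treated cells at 36 µM; higher means less SRC3-driven luciferase light from the GAL4 reporter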
TRAIL sens C8 = sensitizes caspase-8 expressing cells to TRAIL. NB7+C8 cells + TRAIL, ATPlite viability luminescence. inhibition (viability loss, TRAIL sensitization), % at 10 µM. hit rate 1% among 360,000;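 active = compounds causing at least 50% loss of cell viability in the single-dose screen, relative to plate controls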
TLR9-MyD88 block = blocks human TLR9 binding to MyD88 | Q9NR96+Q99836 | CHO BLA complementation TLR9-MyD88, CCF4 FRET ratio | inhibition, % at 4.98 µM | hit rate 0.21% among 340,000;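 active = inhibition above the mean over all tested compounds plus 3 SD, cut at about 21% in these data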;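 note: 0% = DMSO only wells and 100% = clavulanate BLA inhibitor control wells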
* = called active by the depositor; x = not tested or not shown. Some of the compounds tested; rates above refer to the full screens.

Values run as follows: Vif imaging	TROY NFkB inh	NOD2 RIPK2 PPI	LRH-1 inv ag	EBV LMP1 NFkB	NCOA1 inh	NCOA2 inhibitor	NR2F2 inh	SRC3 inh	TRAIL sens C8	TLR9-MyD88 block
1) Cc1cc(C)cc(C(=O)NC(CC(N)=O)c2ccc(N3CCN(C)CC3)c([N+](=O)[O-])c2)c1 (stereo not drawn)
  -1	-11	-1	7	5	2	-17	-14	16	25	-4
2) Cc1ccc(C2NS(=O)(=O)N=C2N)cc1 (stereo not drawn)
  3	23	0	14	6	5	-26	-17	13	16	4
3) Cc1ccc(C(=O)CSc2nnc(-c3ccccc3)o2)cc1
  3	-23	-3	-4	-3	1	-8	9	7	-14	-12
4) COc1ccccc1NC(=O)c1ccc2snnc2c1
  -4	-42	0	-14	37	-7	-17	-8	5	1	-4
5) COc1ccc(S(=O)(=O)N(CC(=O)Nc2cccnc2)c2ccccc2OC)cc1
  -8	-8	-6	-8	1	-8	-11	12	-1	-5	2
6) CCc1ccc(OCC(=O)N2CCN=C2c2ccccc2)cc1
  5	1	-5	0	1	1	-6	5	-7	-2	-13
7) COC(=O)Cc1ccc(NC(=S)N2CCN(CCO)CC2)cc1
  12	2	-8	-5	6	19	2	-2	15	-4	-1
8) Cc1nn(CC(=O)c2ccccc2)c(=O)c2nn(-c3ccccc3F)c(C)c12
  x	-15	-8	3	1	-10	-14	-8	2	7	-2
9) N#CC1(NC(=O)CSc2nnc(Nc3ccccc3F)s2)CCCC1
  5	-11	-6	26	-5	-13	-44	-26	-8	7	-5
10) O=C(c1cccc(S(=O)(=O)N2CCOCC2)c1)N1CCCC1
  -5	-3	-5	-9	-1	6	-23	12	-6	-7	-7
11) Clc1nc(-c2cccnc2)nc2scc(-c3ccccc3)c12
  0	-34	-7	-15	-23	-108	-47	-20	-35	12	2
12) O=C1c2ccccc2C(=O)N1Cc1nn2c(-c3ccc(Cl)cc3)nnc2s1
  22	-18	-35	3	0	-1	-2	12	25	0	10
13) CCCCNc1c(-c2ccc(-c3cccc(Cl)c3)cc2)nc2ccc(Cl)cn12
  22	-26	-8	-17	5	-2	-27	-3	-6	14	1
14) CCCC[n+]1ccn(-c2nc3ccccc3nc2[N-]S(=O)(=O)c2ccc(Cl)cc2)c1
  3	-5	-2	-7	-21	6	-34	7	10	-3	10
15) COc1ccc(N2CCC(CNC(=O)Nc3ccc(OC)cc3OC)C2)cc1 (stereo not drawn)
  -3	8	-2	2	1	-7	4	-2	0	0	0
16) CCOC(=O)Cc1cc(=O)[nH]c(/N=C(\N)Nc2ccc(C)cc2C)n1
  1	10	-4	-4	3	6	-16	5	15	-3	2
17) CCCN1CCC(C)(C(=O)Nc2ccccc2Oc2ccccc2)C1 (stereo not drawn)
  -6	-8	3	-21	x	10	9	0	1	-3	x
18) COc1cc(NC(C)CCCN)c2nc(C)ccc2c1Oc1ccc(F)cc1 (stereo not drawn)
  -4	0	3	1	-7	-8	-49	12	-10	7	2
19) O=C(NCC1CCN(Cc2ccc(F)cc2)CC1)Nc1cc(F)ccc1F
  0	15	-6	0	6	21	-20	-1	11	-4	0
20) Cc1c(CCOC(=O)c2cc([N+](=O)[O-])cc([N+](=O)[O-])c2)sc[n+]1CCCCS(=O)(=O)[O-]
  -2	2	5	-3	-12	-12	-8	-7	6	-2	0
21) O=C(O)CSCC(=O)Nc1cccc2ccccc12
  -5	-2	0	15	-5	-24	0	-7	15	-14	5
22) Cc1ccccc1NC(=S)c1ccc2ccccc2n1
  0	-56	-2	-24	-57	-75	-42	-23	-44	-7	4
23) Cc1ccnc(NS(=O)(=O)c2ccc(Oc3ccccc3)cc2)c1
  -12	24	-7	22	7	-5	-1	8	5	-2	-4
24) CC1(C)NC(=O)N(CCOCCOc2cccc(Oc3ccccc3)c2)C1=O
  11	-8	-2	-12	-6	-3	14	8	-16	-6	-7
25) CCC/C=N/Nc1nc2ccccc2s1
  -21	-6	0	-115	-8	-108	-40	32	-70	-1	-1
26) C=CCn1cccc(C(=O)Nc2ccc(OC)cc2)c1=O
  0	-16	-8	-27	-4	-39	-18	-36	-20	16	x
27) O=C(Cc1ccc(NS(=O)(=O)c2ccc(F)cc2)cc1)NCc1ccccc1
  -6	12	6	-1	5	0	-13	-8	13	-1	-5
28) CCOc1cc(C(=O)Nc2ccc(C)cc2C)ccc1OCC(=O)N1CCCCC1
  -3	6	-10	-12	11	-9	0	-3	7	-7	0
29) Nc1nnc(SCC(=O)Nc2ccc(S(=O)(=O)N3CCOCC3)cc2)s1
  14	-4	-13	2	-8	0	x	x	20	-6	6
30) O=C(CC(=O)N/N=C/c1cccs1)NCc1ccccc1
  12	2	2	-10	3	-16	-7	-14	6	-6	4
31) COc1ccc(C(=O)C(C)Oc2cccc(NC(=O)c3cccc([N+](=O)[O-])c3)c2)cc1 (stereo not drawn)
  -10	4	-1	42	-3	5	-22	-2	15	0	-11
32) COc1ccc(-c2cccc(NS(=O)(=O)c3cc([N+](=O)[O-])ccc3Cl)c2)nn1
  -6	-12	-7	-18	-2	-17	1	6	-9	1	11
33) CCCCNC(=O)c1nc(-c2ccncc2)oc1-c1ccccc1
  0	3	-4	-24	x	17	-3	6	4	5	x
34) CS(=O)(=O)N1CCCC(C(=O)NCCc2ccc(Cl)cc2)C1 (stereo not drawn)
  -4	12	-8	9	4	-1	4	3	7	1	7
35) CCOc1cc(Cl)c(NC(=O)c2ccco2)cc1OCC
  -12	-9	-3	-31	5	-4	-17	10	16	-5	-6
36) CCC(Sc1nnc(-c2ccco2)n1C)C(=O)Nc1nnc(C)s1 (stereo not drawn)
  6	-1	-11	14	-5	1	17	7	-2	5	1
37) CC1CCCN(CC(O)COCC2COc3ccccc3O2)C1 (stereo not drawn)
  0	11	-1	3	-8	-9	-2	8	10	5	12
38) O=C(CCS(=O)(=O)c1ccc(Br)cc1)N1CCN(c2ccccc2F)CC1
  0	-6	-12	-1	2	-12	-2	7	10	-4	-8
39) CC1=C(C(=O)OCC2CCCO2)C(c2ccccc2OC(C)C)C2=C(CC(c3ccco3)CC2=O)N1 (stereo not drawn)
  -9	36	1	11	1	-7	12	-2	-6	-11	-6
40) CC(C)c1ccc(CN2CCN(C(=O)CSc3nnnn3C3CC3)CC2)cc1
  -26	24	-2	27	26	20	26	63*	18	17	-8
41) O=C(NCc1ccccc1F)C1CCCN(C(=O)Nc2ccccc2)C1 (stereo not drawn)
  7	-10	-4	3	-5	4	0	4	14	-3	1
42) CN(C(=O)c1cccc(NC(=O)Cc2ccc(NC(=O)C3CCN(S(=O)(=O)c4cccc([N+](=O)[O-])c4)CC3)cc2)c1)C1CCCCC1
  13	-7	5	-37	-13	-8	-12	12	-12	-7	9
43) Cc1csc(=O)n1CCC(=O)OCc1nnc(-c2ccccc2)o1
  -8	-41	-11	14	-6	-9	-7	-11	7	-2	5
44) O=C1CC(Nc2ccc(N3CCOCC3)cc2)C(=O)N1c1ccccc1 (stereo not drawn)
  -1	-37	-7	3	-6	-24	x	x	5	-7	-4
45) O=C(CC(c1ccccc1)c1ccccc1)Nc1ncn[nH]1
  -2	1	1	-9	-2	-22	-3	-3	16	-17	-3
46) Cc1c(/C=N/NC(=O)c2cccnc2)c2ccccc2n1Cc1ccccc1
  -5	12	1	2	3	-1	-10	0	11	18	x
47) CCCCN(C)C(=O)Cn1nc(-c2ccc(Cl)cc2)ccc1=O
  1	3	0	-10	-8	7	-6	16	-9	12	9
48) CC(=O)c1cccc(NC(=O)NCCc2c[nH]c3ccccc23)c1
  -14	-1	-10	-6	0	-4	14	22	-6	13	10
49) Cn1nc(C(C)(C)C)cc1NC(=O)C1(C)CCN1C(=O)C1(c2ccccc2)CC1 (stereo not drawn)
  x	4	3	-3	x	-3	-21	-2	-6	5	x
50) CCc1cc2c(=O)[nH]c(-c3ccncc3)nc2s1
  2	6	-2	14	1	-12	-2	-1	4	-6	0

The listing continues.
Values run as follows: Vif imaging	TROY NFkB inh	NOD2 RIPK2 PPI	LRH-1 inv ag	EBV LMP1 NFkB	NCOA1 inh	NCOA2 inhibitor	NR2F2 inh	SRC3 inh	TRAIL sens C8	TLR9-MyD88 block
51) O=C(NCCS(=O)(=O)N1CCN(c2ccccc2F)CC1)c1cc(=O)c2ccccc2o1
  2	-5	-2	-5	2	-18	9	-16	-13	4	1
52) CCS(=O)(=O)N1CCC(C(=O)Nc2ccc3c(c2)CCC3)CC1
  2	35	-10	-2	1	-12	-9	-4	-1	-28	-1
53) C=C[C@@H](c1ccccc1)[C@](C)(O)C(=O)O
  x	x	-13	16	x	x	-13	-7	x	5	x
54) COc1ccc(C)cc1N(CC(=O)Nc1ccc(S(=O)(=O)N2CCCC2)cc1)S(C)(=O)=O
  -1	1	-10	-3	-4	-2	-16	-2	-24	4	14
55) CN(C)S(=O)(=O)c1cccc(NC(=O)c2cccc(N3C(=O)CCC3=O)c2)c1
  -3	-8	-1	-10	-7	-19	1	11	1	-4	0
56) COc1ccc(OC)c(S(=O)(=O)NCCOC23CC4CC(CC(C4)C2)C3)c1
  -8	15	-2	8	-1	3	11	15	9	8	5
57) CCCCN=C1C([N+](=O)[O-])=CC=C2C1=NC1(CCCCC1)N2O
  -3	11	-2	12	-7	0	14	0	8	5	16
58) O=C(Nc1cccc(Cl)c1)Nc1nnc(CC2=CCCCC2)s1
  5	45	-5	9	13	-12	-12	-2	5	15	4
59) O=c1[nH]c2ccc(S(=O)(=O)Nc3ccc(Br)cc3)cc2[nH]1
  -2	5	-6	-6	3	-11	2	-3	15	-22	-8
60) COc1cc2sc(-c3ccc(S(C)(=O)=O)cc3)c(C#CCO)c2cc1OC
  -1	-34	-7	6	1	2	-15	-16	6	-16	7
61) CCc1nc2ccc(C(=O)NCc3cccs3)cn2c1N(CC)CCOC
  6	10	6	-11	x	20	-37	20	9	-11	x
